High-throughput results as filed in PubChem BioAssay.
EZH2 inh = EZH2/PRC2 methyltransferase inhibitors, primary screen, biochemical, DELFIA time-resolved fluorescence, single point | PRC2 H3K27 methylation, DELFIA TRF, 1 h | inhibition, % at 12.5 µM | 0.35% of 57,000 active;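 active = mean inhibition of replicates at least 50% and every single replicate also reaching 50%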;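 also: dimethyl H3K27 on biotinylated H3 21-44 peptide detected by antibody; plate controls were median neutral control wells for no effect and median positive control wells for full effect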
IDH1 mut inh = inhibitors of IDH1 R132H reductase, primary screen, biochemical, plate reader, single point; Isocitrate dehydrogenase [NADP] cytoplasmic (Homo sapiens), O75874; diaphorase/resazurin fluorescence, 60 min; inhibition, % at 10 µM; 0.18% of 70,000 active; AID 624101, 2012; in the data active = inhibition above about 34%;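 also: 0% = DMSO and 100% = no enzyme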
Target sequence (O75874 whole entry R132H): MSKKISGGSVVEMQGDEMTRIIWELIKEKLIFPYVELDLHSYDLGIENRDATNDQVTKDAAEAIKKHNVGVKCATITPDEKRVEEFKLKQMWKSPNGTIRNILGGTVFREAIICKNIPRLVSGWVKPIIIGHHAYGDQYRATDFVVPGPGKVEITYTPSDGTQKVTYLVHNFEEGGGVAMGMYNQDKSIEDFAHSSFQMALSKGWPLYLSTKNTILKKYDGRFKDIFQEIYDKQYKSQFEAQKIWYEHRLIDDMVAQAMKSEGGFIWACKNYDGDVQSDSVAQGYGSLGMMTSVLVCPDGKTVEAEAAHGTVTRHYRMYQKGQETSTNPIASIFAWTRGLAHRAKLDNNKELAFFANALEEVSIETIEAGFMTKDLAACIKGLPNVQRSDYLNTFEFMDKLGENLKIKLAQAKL
* hit, by the source's call; nt = no result given. An excerpt. The share of hits here may be higher or lower than overall.

Structure	EZH2 inh	IDH1 mut inh
C[C@@H]1CN([C@@H](C)CO)C(=O)Cc2cc(NS(=O)(=O)c3ccccc3)ccc2O[C@@H]1CN(C)CC1CC1	-6	nt
Cn1c(=O)c2c(ncn2CC(=O)Nc2ccc(Br)cc2F)n(C)c1=O	-1	1.6
O=C(CNC(=O)c1ccco1)Nc1cccc(C(F)(F)F)c1	-12	-0.5
C[C@@H]1CN([C@@H](C)CO)S(=O)(=O)c2ccc(C#CC(C)(C)O)cc2O[C@@H]1CN(C)Cc1ccccc1	10	nt
N#C[C@H]1[C@@H](c2ccc(C#CC3CCCCC3)cc2)[C@@H](CO)N1S(=O)(=O)c1ccccc1	nt	0.2
C[C@@H]1CN([C@H](C)CO)C(=O)Cc2cc(NC(=O)Nc3cccc4ccccc34)ccc2O[C@@H]1CN(C)S(C)(=O)=O	-12	-8.1
C[C@H](CO)N1C[C@H](C)[C@H](CN(C)S(=O)(=O)c2ccccc2)OCc2cn(nn2)CCCC1=O	0	nt
O=C(CN1C(=O)c2cccc3cccc1c23)Nc1cccc([N+](=O)[O-])c1	18	0.4
Cc1cc(I)cc(C)c1NC(=O)CSc1nnnn1-c1ccccc1	21	-0.2
O=C(Nc1ccc2c(c1)[C@H]1C[C@H](CC(=O)N3CCOCC3)O[C@@H](CO)[C@H]1O2)NC1CCCC1	-2	-0.2
CCCC(=O)Nc1ccc2c(c1)OC[C@@H](C)N(C(=O)c1ccccc1F)C[C@H](C)[C@@H](OC)CN(C)C2=O	-2	0.3
CCS(=O)(=O)N[C@H]1C=C[C@@H](CC(=O)NCc2ccc(Cl)cc2)O[C@@H]1CO	6	0.2

Laid out differently: 4 of the compounds above
O=C(CN1C(=O)c2cccc3cccc1c23)Nc1cccc([N+](=O)[O-])c1
  EZH2 inh: 18
  IDH1 mut inh: 0.4

Cc1cc(I)cc(C)c1NC(=O)CSc1nnnn1-c1ccccc1
  EZH2 inh: 21
  IDH1 mut inh: -0.2

O=C(Nc1ccc2c(c1)[C@H]1C[C@H](CC(=O)N3CCOCC3)O[C@@H](CO)[C@H]1O2)NC1CCCC1
  EZH2 inh: -2
  IDH1 mut inh: -0.2

CCCC(=O)Nc1ccc2c(c1)OC[C@@H](C)N(C(=O)c1ccccc1F)C[C@H](C)[C@@H](OC)CN(C)C2=O
  EZH2 inh: -2
  IDH1 mut inh: 0.3

(continued)
Structure	EZH2 inh	IDH1 mut inh
COc1ccc(S(=O)(=O)N[C@H]2C=C[C@H](CC(=O)NCc3ccccc3F)O[C@@H]2CO)cc1	-6	-0.5
C[C@@H]1CN([C@H](C)CO)C(=O)Cc2cc(NC(=O)CCCCCC(=O)Nc3ccccc3N)ccc2O[C@H]1CN(C)C	-8	0.3
Cn1cnc(S(=O)(=O)N[C@H]2C=C[C@H](CC(=O)NCC3CCCCC3)O[C@@H]2CO)c1	4	0.8
COc1ccc(C)cc1NC(=O)CCN1CCN(Cc2ccccc2)CC1	nt	3.5
CCC(=O)N(C)C[C@@H]1Oc2ncc(-c3ccccc3OC)cc2C(=O)N([C@H](C)CO)C[C@H]1C	nt	1.7
C[C@@H]1O[C@@H](OC[C@H]2O[C@@H](Oc3c(-c4ccc(O)c(O)c4)oc4cc(O)cc(O)c4c3=O)[C@H](O)[C@@H](O)[C@@H]2O)[C@H](O)[C@H](O)[C@H]1O	nt	-1.2
C[C@@H]1CN([C@H](C)CO)S(=O)(=O)c2ccc(C#CCN(C)C)cc2O[C@H]1CN(C)Cc1ccncc1	-3	1.8
C[C@@H]1CN([C@@H](C)CO)C(=O)c2cc(NS(=O)(=O)c3cn(C)cn3)ccc2O[C@@H]1CN(C)Cc1ccc(C(F)(F)F)cc1	2	1.0
C/C=C/c1ccc2c(c1)O[C@H](CN(C)Cc1ccc(F)cc1)[C@@H](C)CN([C@H](C)CO)S2(=O)=O	34	0.4
CNC[C@H]1OCCCC[C@@H](C)Oc2ccc(NS(=O)(=O)c3ccc(Cl)cc3)cc2C(=O)N([C@H](C)CO)C[C@@H]1C	-7	0.6
COc1cc([N+](=O)[O-])ccc1NC(=S)NC(=O)COc1ccc(C)cc1	-11	0.4
CO[C@H]1CN(C)C(=O)c2cc(NC(=O)c3ccc(-c4ccccc4)cc3)ccc2OC[C@H](C)NC[C@@H]1C	-23	0.2
COc1ccc(OC)c(NC(=O)Cn2cnc3sc(C)c(-c4ccc(Cl)cc4)c3c2=O)c1	-15	-0.2
C[C@@H]1CN([C@@H](C)CO)C(=O)Cc2cc(NS(=O)(=O)c3ccc(F)cc3)ccc2O[C@H]1CN(C)Cc1ccc(C(F)(F)F)cc1	nt	0.1
COc1ccc(-n2c(SCC(=O)Nc3cccc(C)c3C)nnc2-c2ccccc2)cc1	1	0.1
CCCC#Cc1cnc2c(c1)C(=O)N([C@@H](C)CO)C[C@H](C)[C@H](CN(C)Cc1ccncc1)O2	5	1.5
O=C(C[C@H]1CC[C@H](NC(=O)Nc2ccccc2)[C@@H](CO)O1)NCc1ccccn1	14	-0.2
CC(=O)Nc1ccc(OCC(O)Cn2ccnc2)cc1 (stereo not drawn)	0	1.2
CC1(C)CC[C@@]2(C(=O)O[C@@H]3O[C@H](CO)[C@@H](O)[C@H](O)[C@H]3O)C(C1)C1=CCC3[C@@]4(C)CC[C@@H](O[C@@H]5O[C@H](C(=O)O)[C@@H](O[C@@H]6OC[C@@H](O)[C@H](O)[C@H]6O)[C@H](O[C@@H]6OC[C@](O)(CO)[C@H]6O)[C@H]5O)C(C)(C)C4CC[C@@]3(C)[C@]1(C)C[C@H]2O (stereo partly drawn)	nt	0.6
COc1cc(/C=C(/C#N)C(N)=O)cc(CSc2nc3ccccc3s2)c1O	6	-2.6
Cc1ccc(S(=O)(=O)N(C)C[C@H]2Oc3ccc(NC(=O)CCCN(C)C)cc3CC(=O)N([C@@H](C)CO)C[C@@H]2C)cc1	-18	-0.2
C[C@@H]1CN([C@@H](C)CO)C(=O)c2cc(NS(=O)(=O)c3cn(C)cn3)ccc2O[C@H]1CN(C)S(=O)(=O)c1cn(C)cn1	nt	-1.5
C[C@H](CO)N1C[C@H](C)[C@H](CN(C)C(=O)CN(C)C)Oc2cc(C#CC3CC3)ccc2S1(=O)=O	-3	-4.4
CNC[C@H]1Oc2ccc(NS(=O)(=O)c3c(C)noc3C)cc2CC(=O)N([C@@H](C)CO)C[C@@H]1C	nt	1.7
C[C@@H]1CN([C@H](C)CO)C(=O)c2cccc(NS(=O)(=O)c3ccccc3)c2O[C@@H]1CN(C)Cc1ccncc1	2	1.9
COc1ccc(OC(C)C(=O)Nc2cc([N+](=O)[O-])ccc2C)cc1 (stereo not drawn)	12	1.2
CCC(=O)N(C)C[C@H]1Oc2ncc(C#Cc3cccnc3)cc2C(=O)N([C@H](C)CO)C[C@H]1C	8	0.9
CCN(CC(=O)Nc1cccc([N+](=O)[O-])c1)S(=O)(=O)c1ccc(Cl)cc1	-13	-0.4
COc1ccc(CN(C)C[C@@H]2Oc3c(NC(=O)Nc4cccc5ccccc45)cccc3C(=O)N([C@H](C)CO)C[C@@H]2C)cc1	-15	-0.6
C[C@H](CO)N1C[C@H](C)[C@H](CN(C)Cc2cccnc2)Oc2ncc(C#CC3CCCCC3)cc2C1=O	-6	-0.5
C[C@H](CO)N1C[C@H](C)[C@H](CN(C)C)Oc2ccc(NC(=O)Cn3cnnn3)cc2C1=O	nt	2.4
Cc1ccc(S(=O)(=O)/C=C/C#N)cc1	-1	0.9
COc1ccc(NC(=O)Nc2ccc3c(c2)C(=O)N([C@H](C)CO)C[C@H](C)[C@H](CN(C)CC2CC2)OCCCC[C@@H](C)O3)cc1	nt	-0.4
Cc1ccc(NS(=O)(=O)c2cc(C(=O)NCC3CCCO3)ccc2Cl)c(C)c1 (stereo not drawn)	-13	-0.1
C[C@@H]1CN([C@@H](C)CO)C(=O)Cc2cc(NC(=O)CCN3CCOCC3)ccc2O[C@H]1CN(C)C	nt	-0.6
O=C(C[C@H]1CC[C@@H](NC(=O)NC2CCCCC2)[C@@H](CO)O1)NCc1ccc(F)cc1	-7	0.2
C[C@H](CO)N1C[C@H](C)[C@H](CN(C)Cc2ccc(Cl)c(Cl)c2)Oc2ccc(N(C)C)cc2C1=O	-5	-1.6
O=C(N[C@H]1CC[C@H](CCNS(=O)(=O)c2ccc(F)cc2)O[C@@H]1CO)c1ccccn1	1	0.2
C[C@@H]1CN([C@@H](C)CO)C(=O)c2cccc(NC(=O)C3CCCCC3)c2O[C@@H]1CN(C)C	-6	-0.5
C[C@H]1CN([C@@H](C)CO)C(=O)c2cc(NC(=O)Nc3ccc4c(c3)OCO4)ccc2O[C@@H]1CN(C)S(=O)(=O)c1ccc(Cl)cc1	nt	-0.6
CNC[C@@H]1Oc2ncc(C#CCC3CCCC3)cc2C(=O)N([C@H](C)CO)C[C@H]1C	-44	-1.4
C[C@H]1CN([C@@H](C)CO)C(=O)c2cc(NS(=O)(=O)c3ccc(Cl)cc3)ccc2O[C@@H]1CN(C)Cc1ccccc1	6	2.5
C[C@@H]1C[C@@H](O)C2[C@@](C)(CO)CCC[C@]2(C)[C@@]1(O)CCc1ccoc1 (stereo partly drawn)	nt	1.9
C[C@H]1CN([C@@H](C)CO)C(=O)Cc2cc(NS(=O)(=O)c3ccc(F)cc3)ccc2O[C@H]1CN(C)S(=O)(=O)c1cccs1	nt	-0.2
C/C=C/c1cnc2c(c1)C(=O)N([C@@H](C)CO)C[C@H](C)[C@@H](CN(C)C(=O)c1ccc3c(c1)OCO3)O2	nt	0.1
Cc1ccc(S(=O)(=O)NCC[C@H]2CC[C@@H](NC(=O)c3cccnc3)[C@H](CO)O2)cc1	-1	0.0
O=S(=O)(Cc1ccccc1)NCC[C@@H]1CC[C@@H](NS(=O)(=O)c2ccc(F)cc2)[C@H](CO)O1	2	0.2
CC(C)CC#Cc1ccc2c(c1)O[C@@H](CN(C)C(=O)NC1CCCC1)[C@@H](C)CN([C@@H](C)CO)S2(=O)=O	-8	-0.2

The listing continues:
Results follow in this order: EZH2 inh | IDH1 mut inh
- C[C@H](CO)N1C[C@H](C)[C@@H](CN(C)C(=O)C2CCOCC2)Oc2ncc(-c3ccccc3)cc2C1=O
    nt | -6.1
- CO[C@@H]1CN(C)C(=O)c2cc(NS(C)(=O)=O)ccc2OC[C@@H](C)N(CCC(F)(F)F)C[C@@H]1C
    1 | 0.5
- C[C@H](CO)N1C[C@H](C)[C@@H](CN(C)S(=O)(=O)c2ccc(F)cc2)Oc2ccc(NS(=O)(=O)c3ccccc3)cc2C1=O
    nt | 2.2
- CC(C)NC(=O)Nc1cccc2c1O[C@H](CN(C)S(=O)(=O)c1ccc(Cl)cc1)[C@H](C)CN([C@@H](C)CO)C2=O
    nt | 0.5
- C[C@H](CO)N1C[C@H](C)[C@@H](CN(C)C(=O)Nc2ccc3c(c2)OCO3)OCCCC[C@H](C)Oc2ccc(NC(=O)Nc3ccc(C(F)(F)F)cc3)cc2C1=O
    nt | -0.7
- COc1cccc(OCC(=O)Nc2ccc(-c3nc4ccccc4[nH]3)cc2)c1
    -4 | 0.2
- Cc1ccc(S(=O)(=O)N(C)C[C@@H]2OCCCC[C@@H](C)Oc3ccc(NS(=O)(=O)c4c(C)noc4C)cc3C(=O)N([C@H](C)CO)C[C@@H]2C)cc1
    nt | 1.7
- CCO[C@H]1OC(C(=O)NCc2ccccc2)=C[C@@H](c2cn(C(C)=O)c3ccccc23)[C@@H]1CCCO
    4 | nt
- C[C@H](CO)N1C[C@H](C)[C@@H](CN(C)Cc2ccc(C(=O)Nc3ccccc3N)cc2)Oc2c(NS(=O)(=O)c3ccc(Cl)cc3)cccc2C1=O
    -50 | nt
- C[C@@H]1CCCCO[C@H](CN(C)Cc2ccccc2)[C@H](C)CN([C@@H](C)CO)C(=O)c2cc(N(C)C)ccc2O1
    0 | -0.1
- C[C@@H]1CN([C@@H](C)CO)S(=O)(=O)c2ccc(C#CC(C)(C)O)cc2O[C@H]1CN(C)Cc1ccccc1
    8 | 1.3
- CCCC(=O)Nc1ccc2c(c1)C(=O)N(C)C[C@@H](OC)[C@H](C)CN(C(=O)C1CCCC1)[C@@H](C)CO2
    -1 | -0.1
- Cc1noc(C)c1S(=O)(=O)Nc1ccc2c(c1)CC(=O)N([C@@H](C)CO)C[C@H](C)[C@H](CN(C)C(=O)NC(C)C)O2
    nt | 2.8
- CS(=O)(=O)N(CC(=O)NC1CCCC1)c1ccc(F)c(Cl)c1
    -1 | 0.0
- COc1ccc(Nc2nc(N)nc(COc3ccc(OC)cc3)n2)cc1
    15 | 1.2
- Cc1noc(C)c1S(=O)(=O)N(C)C[C@@H]1OCCCC[C@@H](C)Oc2ccc(NC(=O)CCCN(C)C)cc2C(=O)N([C@H](C)CO)C[C@H]1C
    nt | 0.0
- CC(C)C#Cc1cnc2c(c1)C(=O)N([C@@H](C)CO)C[C@H](C)[C@H](CN(C)C(=O)c1cnccn1)O2
    -10 | nt
- CO[C@@H]1CN(C)C(=O)c2ccc(NS(=O)(=O)C3CCCCC3)cc2OC[C@H](C)NC[C@H]1C
    2 | -0.3
- C[C@@H]1CN([C@@H](C)CO)C(=O)c2cc(NC(=O)CCC(F)(F)F)ccc2O[C@@H](C)CCCCO[C@H]1CN(C)C(=O)c1ccncc1
    nt | 2.9

3 entries already listed, ordered by SMILES length, rising.
Results follow in this order: EZH2 inh | IDH1 mut inh
- COc1ccc(Nc2nc(N)nc(COc3ccc(OC)cc3)n2)cc1
    15 | 1.2
- CC(C)C#Cc1cnc2c(c1)C(=O)N([C@@H](C)CO)C[C@H](C)[C@H](CN(C)C(=O)c1cnccn1)O2
    -10 | nt
- Cc1noc(C)c1S(=O)(=O)N(C)C[C@@H]1OCCCC[C@@H](C)Oc2ccc(NC(=O)CCCN(C)C)cc2C(=O)N([C@H](C)CO)C[C@H]1C
    nt | 0.0
